# DDE Tn6 FP inh: inhibitors of Tn6 peptide binding to human fibrin DD(E). hit rate 0.21% among 370,000. inhibition, % at 8.3 µM. AID 720509. P02675. Fibrin DD(E) TRITC-Tn6 fluorescence polarization displacement;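 active = inhibition above a per-campaign cutoff: mean of compounds within control limits plus 3 SD, cut at about 15% in these data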;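 note: 0% = median of all compound wells on the plate and 100% = blocking peptide control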
# KLK7 zymogen act: activates the human kallikrein-7 zymogen. P49862. purified proKLK7, EDANS-DABCYL substrate fluorescence; 100% is mature enzyme control, 0% vehicle. activation, % at 7 µM. hit rate 0.9% among 370,000;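 active = activation above the mean of all tested compounds plus 3 SD, computed per campaign excluding outliers beyond control limits, cut at about 13% in these data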
# Target sequence (P49862 whole entry, looked up): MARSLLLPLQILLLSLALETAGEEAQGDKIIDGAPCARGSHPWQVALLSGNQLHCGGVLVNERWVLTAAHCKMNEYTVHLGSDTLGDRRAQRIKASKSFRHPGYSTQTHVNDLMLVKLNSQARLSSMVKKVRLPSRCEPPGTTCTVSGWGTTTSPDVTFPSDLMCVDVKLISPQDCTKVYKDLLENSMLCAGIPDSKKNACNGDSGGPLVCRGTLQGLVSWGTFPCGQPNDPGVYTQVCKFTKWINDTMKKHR
# ASAP1 GAP inh: blocks human ASAP1-stimulated Arf1 GTP hydrolysis; GDP FP detection; AID 624377; hit rate 0.19% among 360,000; Q9ULH1; inhibition, % at 16.5 µM; in the data active = inhibition above about 25%;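 note: 0% = vehicle with enzyme and substrate and 100% = no enzyme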
# MBD2 inh: inhibitors of human MBD2 binding to methylated oligonucleotide. Q9UBB5. TR-FRET. inhibition, % at 4.4 µM. hit rate 0.31% among 370,000; in the data active = inhibition above about 13%
# Tn7 DDE FP: inhibitors of Tn7 peptide binding to human fibrin DD(E); FP displacement of FITC-Tn7 peptide from fibrin DD(E); 0% = median of compound wells per plate; inhibition, % at 8.3 µM; hit rate 0.13% among 370,000; AID 720508;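 active = inhibition above the mean of compounds falling within the control limits plus 3 SD of them, cut at about 14% in these data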;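 note: 0% = plate median of compound wells and 100% = 10 µM Aha-Tn7 peptide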
#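 Assay system: human fibrin DD(E) protein / Input: 2 µM fibrin DD(E) / Benchmarks: high control of 10 µM Aha-Tn7 peptide / Measured by: fluorescence polarization of the labelled Tn7 tracer / Medium: Tris buffer with calcium and detergent, pH 7.8 / Timing: 10 min compound pre-incubation, 3 h probe incubation at room temperature / Repeats: one replicate per compound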
# UHRF1 MBD2 ctr: human UHRF1 methylated DNA binding inhibitors | hit rate 0.75% among 370,000 | inhibition, % at 4.4 µM | AID 687016 | UHRF1 binding to methylated oligo, TR-FRET; in the data active = inhibition above about 21%;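 note: UHRF1 SRA domain binding a hemimethylated CpG hairpin DNA probe; 0% = median of test compound wells and 100% = reference inhibitor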
# Target sequence (Q96T88 whole entry, looked up, the tested form may be a part): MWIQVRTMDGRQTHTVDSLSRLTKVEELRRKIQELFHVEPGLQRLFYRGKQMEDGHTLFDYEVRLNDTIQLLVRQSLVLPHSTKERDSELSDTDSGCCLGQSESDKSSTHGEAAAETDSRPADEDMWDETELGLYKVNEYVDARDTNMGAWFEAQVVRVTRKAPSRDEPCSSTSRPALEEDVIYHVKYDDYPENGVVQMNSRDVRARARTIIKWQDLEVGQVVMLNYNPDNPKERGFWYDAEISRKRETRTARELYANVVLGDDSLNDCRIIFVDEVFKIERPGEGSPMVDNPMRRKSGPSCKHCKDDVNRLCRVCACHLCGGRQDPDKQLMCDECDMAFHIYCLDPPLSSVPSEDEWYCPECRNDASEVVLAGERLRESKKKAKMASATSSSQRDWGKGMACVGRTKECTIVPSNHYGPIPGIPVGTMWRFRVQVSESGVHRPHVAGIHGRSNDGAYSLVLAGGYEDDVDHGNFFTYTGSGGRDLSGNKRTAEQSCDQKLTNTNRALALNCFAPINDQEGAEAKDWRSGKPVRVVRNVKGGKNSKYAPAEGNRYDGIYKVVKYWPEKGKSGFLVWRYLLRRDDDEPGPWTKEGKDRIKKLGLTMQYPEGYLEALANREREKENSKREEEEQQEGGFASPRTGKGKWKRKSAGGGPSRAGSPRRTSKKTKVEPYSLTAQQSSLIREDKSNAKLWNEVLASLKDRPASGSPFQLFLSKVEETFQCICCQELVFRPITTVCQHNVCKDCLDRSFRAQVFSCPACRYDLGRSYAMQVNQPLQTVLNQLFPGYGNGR
# PLC-gamma1 inh: blocks human PLC-gamma1 enzyme activity; purified PLC-gamma1, fluorogenic substrate, fluorescence; inhibition, % at 12.2 µM; hit rate 0.84% among 370,000; P19174; in the data active = inhibition above about 9.5%
# PLC-beta3 inh: blocks human PLC-beta3 enzyme activity; Purified PLC-beta3, fluorogenic substrate, fluorescence; inhibition, % at 12.2 µM; hit rate 0.18% among 370,000; Q01970; in the data active = inhibition above about 11%;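 note: 0% = median of compound wells on plate and 100% = full blocker control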
# ADAM17 inh: inhibits human ADAM17; recombinant ADAM17, EDANS/DABCYL FRET peptide cleavage; inhibition, % at 6.95 µM; hit rate 0.83% among 370,000;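 active = inhibition above the mean of compounds lying between control limits plus 3 SD, set per campaign, cut at about 8.5% in these data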;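 note: 0% = DMSO-only wells as the low control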
# ARFGAP1 inh: inhibitors of rat ARFGAP1. inhibition, % at 16.5 µM. Arfgap1-stimulated ARF1 GTP hydrolysis, GDP FP detection. hit rate 0.26% among 360,000. AID 651572;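 active = inhibition above a per-plate limit, mean inhibition of low control wells plus 3 SD, cut at about 25% in these data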;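 note: 0% = DMSO wells with enzyme and 100% = wells lacking Arfgap1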
#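 Material: rat Arfgap1 GAP domain (His6, aa 1-136), purified enzyme. Also added: human ARF1(Δ1-17)-GTP substrate. Compound dosing: 16.5 µM single point, 1.26% DMSO. Timing: enzyme reaction 120 min at 25 °C after 20 min preincubation. Signal: GDP detection by fluorescence polarization. Read-out basis: percent inhibition of GAP-stimulated GDP formation, scaled between DMSO and no-Arfgap1 medians.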
# * = called active by the depositor.
SMILES,DDE Tn6 FP inh,KLK7 zymogen act,ASAP1 GAP inh,MBD2 inh,Tn7 DDE FP,UHRF1 MBD2 ctr,PLC-gamma1 inh,PLC-beta3 inh,ADAM17 inh,ARFGAP1 inh
O=c1nc(-c2ccccc2)c2ccccc2[nH]1,-9.2,9.1,-10.9,2.3,-10.1,3.2,-199.7,-240.3,-53.6,6.8
COc1ccc(CNC(=O)CCN2C(=O)c3ccncc3C2=O)cc1OC,-7.1,-0.7,-4.3,-2.6,-7.7,0.1,-0.8,-6.3,-1.4,-2.6
CN(C)C(CNC(=O)CCc1nc2ccccc2s1)c1ccccc1 (stereo not given),1.8,-0.3,-3.4,-7.7,1.2,-0.3,-0.7,-9.4,-4.8,2.6
CC1(C)CC[C@]2(CO)CC[C@]3(C)C(=CCC4[C@@]5(C)CC[C@H](O)[C@@](C)(CO)C5CC[C@]43C)[C@@H]2C1 (stereo not given in full),-7.0,0.1,0.5,0.7,1.0,-2.4,1.1,2.8,-1.7,-9.9
Cc1cc(C)n(CC(O)COc2ccccc2Br)n1 (stereo not given),1.2,0.2,10.3,-2.1,9.7,1.9,3.5,-0.3,-5.7,-1.9
COC(=O)C1=C(C)N(CCCC(=O)O)C(=O)NC1c1ccccc1Cl (stereo not given),-0.9,0.1,0.2,-0.2,4.1,-2.6,-1.7,-0.8,-1.9,-1.0
O=C(CC1CCCCC1)NCc1ccccc1Cl,-6.1,0.8,17.7,-2.5,-7.0,0.2,4.5,-3.7,0.0,-0.5
O=C(CN1CCN(c2ccccn2)CC1)Nc1ccc(OC(F)(F)F)cc1,-5.4,0.7,7.4,0.1,3.0,-2.3,0.3,-4.4,-0.3,1.8
O=c1cc(NCc2ccccc2)nc2ccccn12,-0.5,-0.1,-3.6,0.1,-10.5,0.9,-35.1,-97.0,-10.5,6.3
COc1ccc(N2CC(=O)N(c3ccccc3)C2=S)cc1,11.4,-0.1,-6.7,-2.1,-1.5,-0.8,-1.8,3.4,1.5,-4.1
COc1ccccc1NC(=O)C(C)N1C(=O)C2CCCCC2C1=O (stereo not given),7.2,-0.3,-3.0,9.8,-2.7,17.8,0.2,-1.1,-0.6,7.7
O=C(CN1CCCC1c1cccs1)Nc1cccc(S(=O)(=O)N2CCCC2)c1 (stereo not given),-4.9,0.1,5.4,6.3,2.9,0.9,-0.2,-6.4,-9.2,-5.6
COc1ccc(C=C(C#N)C#N)c(CSc2ccccn2)c1,-1.3,0.4,5.7,-3.8,3.3,1.1,-26.1,-29.2,-4.8,-6.5
Cc1c(C(=O)OCC(=O)NCc2ccc3c(c2)OCO3)cccc1[N+](=O)[O-],-0.8,1.0,7.2,3.2,-4.1,-2.0,-0.9,-2.6,0.5,7.3
O=C(Nc1cccs1)OCCN1CCN(Cc2ccccc2)CCC1=O,4.8,-0.8,6.3,-1.6,-0.5,-0.5,-0.4,1.6,-0.7,-0.5
COc1ccc(OC)c(NC(=O)[C@@]2(CC(=O)O)CC(/C=C/c3ccccc3)=NO2)c1,-1.6,-0.3,-15.8,-8.9,4.0,-0.7,-0.3,-7.2,0.5,-5.9
COc1ccc(C(=O)Oc2cc(N)n(S(=O)(=O)c3ccccc3)n2)cc1,2.5,0.3,4.1,-6.3,-2.1,2.1,-0.1,3.0,-0.9,0.6
O=C(COc1ccc(S(=O)(=O)NC2CCCCC2)cc1)N1CCN(c2cccc(Cl)c2)CC1,3.2,0.2,4.6,-0.8,5.1,1.6,4.7,-1.5,5.2,-0.1
COC(=O)Cn1c(C(=O)N2CCCC2)cc2c1C[C@H]1CN(C(=O)c3ccccc3)[C@@](Cc3ccc(OC)cc3)(C(=O)OC)[C@@H]21,0.0,1.2,3.9,-5.1,-4.4,0.8,-5.5,-7.6,-1.5,3.8
COCCn1c(SCc2c(F)cccc2Cl)nc2c1c(=O)[nH]c(=O)n2C,11.2,-0.2,-0.2,0.0,5.1,-1.2,-1.4,2.4,-4.6,6.0
COc1cccc(-n2c(=S)sc3c(=O)n(-c4ccccc4C)c(SCC(=O)O)nc32)c1,-6.0,0.0,-1.4,2.5,-2.4,-2.8,2.4,-3.5,-0.1,5.7
CC(=O)c1cc2c(cc1N)OCO2,6.9,1.4,-9.4,0.1,3.2,1.3,-12.9,-11.6,-5.1,-3.1
COc1ccc(CN(C(=O)c2oc3cc(C)c(C)cc3c2C)C2CCS(=O)(=O)C2)cc1OC (stereo not given),6.8,0.1,1.7,-2.9,-6.6,-0.2,3.8,-6.1,9.7*,-1.2
CC(C)OCCCNc1ccc(N2C(=O)CCCC2=O)cc1[N+](=O)[O-],5.8,0.1,-1.2,-8.3,5.2,-5.8,4.0,-1.1,-5.2,-3.2
COc1ccc(CCNc2cc(C)[nH]c(=O)c2)cc1OC,-6.8,-0.2,-0.9,0.6,0.9,-0.1,0.6,-0.4,-1.2,-1.5

# Ordered by the number under MBD2 inh (smallest number first): 7 of the compounds above
mol	DDE Tn6 FP inh	KLK7 zymogen act	ASAP1 GAP inh	MBD2 inh	Tn7 DDE FP	UHRF1 MBD2 ctr	PLC-gamma1 inh	PLC-beta3 inh	ADAM17 inh	ARFGAP1 inh
CC(C)OCCCNc1ccc(N2C(=O)CCCC2=O)cc1[N+](=O)[O-]	5.8	0.1	-1.2	-8.3	5.2	-5.8	4.0	-1.1	-5.2	-3.2
Cc1cc(C)n(CC(O)COc2ccccc2Br)n1 (stereo not given)	1.2	0.2	10.3	-2.1	9.7	1.9	3.5	-0.3	-5.7	-1.9
COCCn1c(SCc2c(F)cccc2Cl)nc2c1c(=O)[nH]c(=O)n2C	11.2	-0.2	-0.2	0.0	5.1	-1.2	-1.4	2.4	-4.6	6.0
CC(=O)c1cc2c(cc1N)OCO2	6.9	1.4	-9.4	0.1	3.2	1.3	-12.9	-11.6	-5.1	-3.1
O=c1nc(-c2ccccc2)c2ccccc2[nH]1	-9.2	9.1	-10.9	2.3	-10.1	3.2	-199.7	-240.3	-53.6	6.8
COc1cccc(-n2c(=S)sc3c(=O)n(-c4ccccc4C)c(SCC(=O)O)nc32)c1	-6.0	0.0	-1.4	2.5	-2.4	-2.8	2.4	-3.5	-0.1	5.7
COc1ccccc1NC(=O)C(C)N1C(=O)C2CCCCC2C1=O (stereo not given)	7.2	-0.3	-3.0	9.8	-2.7	17.8	0.2	-1.1	-0.6	7.7

# New compounds follow.
SMILES,DDE Tn6 FP inh,KLK7 zymogen act,ASAP1 GAP inh,MBD2 inh,Tn7 DDE FP,UHRF1 MBD2 ctr,PLC-gamma1 inh,PLC-beta3 inh,ADAM17 inh,ARFGAP1 inh
CC(=O)N1Cc2cc(C(=O)NCC(F)(F)F)nc(-c3cccc(-c4cc5ccccc5o4)c3)c2[C@H]1CCO,-8.8,0.2,9.6,-0.3,-2.1,0.6,3.6,1.5,-0.6,-2.9
COc1ccc(N2CCN(C(=O)C3CCCN(S(=O)(=O)c4ccc5c(c4)oc(=O)n5C)C3)CC2)cc1 (stereo not given),-0.2,0.3,-7.5,3.1,-3.6,2.2,4.7,0.4,1.7,-3.3
Cc1ccc(N(CN2CCCC2=O)C(=O)c2ccc(OC(C)C)cc2)cc1,0.6,-0.1,-3.6,0.8,-1.8,-3.7,0.8,2.7,-1.5,-0.8
Cc1cc(C)c2c(-n3cccc3)c(C(=O)NNS(=O)(=O)c3ccc(Br)cc3)sc2n1,6.2,0.7,-5.4,-4.9,1.6,0.4,-6.8,-8.7,-3.9,-19.3
CC(=O)c1ccc(N2CCN(C(=S)Nc3cccc(Cl)c3)CC2)cc1,2.5,-0.7,6.5,5.1,2.1,-0.3,-3.9,-6.0,-3.2,13.9
CCCCCCN1C[C@@H](O)[C@H](n2cc(C3CC3)nn2)C[C@@H]1c1ccc(OC)cc1,6.0,0.1,-5.3,-2.0,1.2,2.2,0.9,1.3,1.3,8.0
O=C(Cc1ccc(Cl)cc1)Nc1ncccn1,-5.1,-0.6,1.3,-0.7,2.2,1.2,3.3,-0.4,-3.2,3.8
Cc1cc(C(=O)N2CCN(c3ccc([N+](=O)[O-])cc3)CC2)co1,0.0,-0.2,-2.3,-7.4,-0.6,-2.9,1.6,-2.3,-1.0,-3.0
COc1cccc(-c2nc(-c3cccs3)no2)c1,4.7,-0.6,-7.0,-5.5,0.1,-1.9,2.1,-4.7,2.4,-1.4
CCC(C)[C@H](NC(=O)[C@@H]1Cc2ccccc2CN1C(=O)OC(C)(C)C)C(=O)NCC1CCC(C(=O)O)CC1 (stereo not given in full),7.1,-0.4,-9.2,1.6,-3.5,0.3,3.0,-0.7,-1.3,4.8
O=Cc1c(C(=O)O)n(CC(=O)O)c2ccccc12,-1.8,0.4,9.3,3.1,1.2,7.8,-2.0,-5.8,3.5,9.9
CN1CCN(c2ccc(-c3cccc(NC(=O)COc4ccc(Cl)cc4)c3)nn2)CC1,1.1,0.8,12.8,0.9,-3.2,1.2,1.2,-9.2,-1.7,0.1
CN(c1cccc(NS(=O)(=O)c2cccc([N+](=O)[O-])c2)c1)S(C)(=O)=O,-1.1,0.3,14.8,2.3,-3.5,1.1,-0.5,1.8,0.4,3.2
CC(=O)c1ccc(OCC(O)CN2CCN(c3ccc(F)cc3)CC2)cc1 (stereo not given),1.6,-0.2,-5.4,7.4,-1.6,-1.1,0.8,-6.3,-5.3,-1.5
c1ccc2[nH]cnc2c1,-6.4,0.6,-2.3,0.7,-3.4,-0.8,0.2,0.9,-5.9,3.4
CC(=O)N/C(N)=N/c1nc2cc([N+](=O)[O-])ccc2o1,-1.0,0.1,-5.4,-4.4,0.7,-3.5,1.9,-1.7,0.8,0.4
COc1cc(C(=O)OCCc2c(C)nc3nc[nH]n3c2=O)cc(OC)c1OC,1.1,-0.1,-2.5,1.6,-3.8,0.9,2.3,3.9,0.6,-3.6
CCOc1ccccc1CNC(=O)C1CCN(C(=O)c2sccc2-n2cccc2)CC1,-4.4,0.2,-4.6,2.5,-3.4,11.9,3.0,1.1,-2.8,-13.3
C=CCn1c(SCC(=O)Nc2sccc2C(N)=O)nc2ccc(Cl)cc2c1=O,-5.4,-0.3,5.7,0.9,9.4,-1.1,-2.5,-2.6,0.1,-8.2
CCc1nc2c(OCc3ccc(C#N)cc3)cccn2c1N(C)C(=O)c1ccco1,3.2,0.7,-2.0,0.3,6.6,-5.0,-5.1,-4.3,-7.6,5.3
C=CCN(CC=C)C(=O)C(=O)c1cc(C)n(-c2ccc([N+](=O)[O-])cc2)c1C,-1.9,0.2,-2.4,-0.3,-1.1,-0.7,2.8,3.9,-1.5,4.5
O=C(CCNS(=O)(=O)c1ccc(Cl)cc1)NCc1ccccn1,9.2,-0.5,3.0,-3.0,2.4,0.2,2.4,-6.2,-1.3,12.9
O=C(Nc1ccccc1C(=O)NCCN1CCOCC1)c1ccc(Cl)cc1Cl,3.4,0.5,-6.4,-1.2,-0.2,8.8,-0.3,-0.3,0.2,-2.3
CCOc1ccc(CCNC(=O)C2CC(=O)N(c3ccc4c(c3)OCCO4)C2)cc1OCC (stereo not given),2.5,0.0,15.3,0.6,3.2,0.2,-1.2,-3.3,-3.5,-2.4
CCOC(=O)N1CCN(C(=O)CN(C2CCCCC2)S(C)(=O)=O)CC1,-4.3,-0.1,-0.3,5.7,-8.5,0.2,0.9,0.4,-2.8,8.4

# Screening data deposited in PubChem BioAssay by The Scripps Research Institute Molecular Screening Center.
